# Assay outcomes: PubChem, The Scripps Research Institute Molecular Screening Center
# Tn7 DDE FP – inhibitors of Tn7 peptide binding to fibrin DD(E), primary screen, biochemical, fluorescence polarization, human fibrin, Tn7 probe | Fibrinogen beta chain (Homo sapiens), P02675 | FP displacement of FITC-Tn7 peptide from fibrin DD(E); 0% = median of compound wells per plate | inhibition, % at 8.3 µM | actives 0.13% (n = 370,000) | AID 720508, 2013;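 active means inhibition above the mean of compounds falling within the control limits plus 3 SD of them, cut at about 14% in these data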;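 further: 0% = plate median of compound wells and 100% = 10 µM Aha-Tn7 peptide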
#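 Test system: human clot-derived fibrin DD(E) complex / Quantity: 2 µM final DD(E) protein / Incubation: 10 min plus 3 h, room temperature / Measured by: fluorescence polarization / Benchmarks: high control of 10 µM Aha-Tn7 peptide / Replicates: singlicate testing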
# KLK7 zymogen act – proKLK7 zymogen activators, primary screen, biochemical, fluorescence intensity; activation, % at 7 µM; purified proKLK7, EDANS-DABCYL substrate fluorescence; 100% is mature enzyme control, 0% vehicle; Kallikrein-7 (Homo sapiens), P49862; actives 0.9% (n = 370,000);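 active means activation above the mean of all tested compounds plus 3 SD, computed per campaign excluding outliers beyond control limits, cut at about 13% in these data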
# Target sequence (P49862 whole entry, looked up): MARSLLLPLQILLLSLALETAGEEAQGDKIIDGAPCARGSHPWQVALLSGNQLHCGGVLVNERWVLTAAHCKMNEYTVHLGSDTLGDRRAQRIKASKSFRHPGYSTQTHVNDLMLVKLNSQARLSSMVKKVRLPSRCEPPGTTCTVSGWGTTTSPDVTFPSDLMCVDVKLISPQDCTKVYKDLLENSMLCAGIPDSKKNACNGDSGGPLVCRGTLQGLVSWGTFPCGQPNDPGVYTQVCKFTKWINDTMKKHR
# ADAM17 inh – ADAM17 inhibitors, primary screen, biochemical, QFRET; Disintegrin and metalloproteinase domain-containing protein 17 (Homo sapiens), P78536; recombinant ADAM17, EDANS/DABCYL FRET peptide cleavage; inhibition, % at 6.95 µM; actives 0.83% (n = 370,000);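 active means inhibition above the mean of compounds lying between control limits plus 3 SD, set per campaign, cut at about 8.5% in these data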;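 further: 0% = DMSO-only wells as the low control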
# Target sequence (P78536 215-824 limits assumed): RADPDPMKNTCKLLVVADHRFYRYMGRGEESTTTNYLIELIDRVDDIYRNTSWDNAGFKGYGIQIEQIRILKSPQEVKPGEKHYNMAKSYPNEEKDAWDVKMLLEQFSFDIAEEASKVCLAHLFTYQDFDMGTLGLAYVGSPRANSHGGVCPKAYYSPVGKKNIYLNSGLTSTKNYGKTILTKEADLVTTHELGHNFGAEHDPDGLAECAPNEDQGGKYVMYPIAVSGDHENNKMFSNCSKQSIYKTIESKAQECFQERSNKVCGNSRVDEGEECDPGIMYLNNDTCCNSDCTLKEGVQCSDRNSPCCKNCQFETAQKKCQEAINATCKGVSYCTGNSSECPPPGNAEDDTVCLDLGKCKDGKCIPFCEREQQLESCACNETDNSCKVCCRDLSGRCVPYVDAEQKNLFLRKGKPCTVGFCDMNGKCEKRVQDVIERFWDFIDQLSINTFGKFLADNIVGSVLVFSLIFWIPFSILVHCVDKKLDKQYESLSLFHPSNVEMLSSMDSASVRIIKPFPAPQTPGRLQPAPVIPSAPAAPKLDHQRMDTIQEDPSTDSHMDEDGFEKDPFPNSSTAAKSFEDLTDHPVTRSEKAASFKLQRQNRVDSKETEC
# PLC-gamma1 inh – PLC-gamma1 enzyme inhibitors, primary screen, biochemical, fluorescence, purified enzyme; 1-phosphatidylinositol 4,5-bisphosphate phosphodiesterase gamma-1 (Homo sapiens), P19174; fluorogenic substrate; inhibition, % at 12.2 µM; actives 0.84% (n = 370,000); AID 720700, 2013; in the data active means inhibition above about 9.5%
# ARFGAP1 inhibitor – inhibitors of rat ARFGAP1 GAP activity, primary screen, biochemical, fluorescence polarization, GDP tracer; ADP-ribosylation factor GTPase-activating protein 1 (Rattus norvegicus), Q62848; Arfgap1-stimulated ARF1 GTP hydrolysis, GDP FP detection; inhibition, % at 16.5 µM; actives 0.26% (n = 360,000); AID 651572, 2012;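 active means inhibition above a per-plate limit, mean inhibition of low control wells plus 3 SD, cut at about 25% in these data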;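 further: 0% = DMSO wells with enzyme and 100% = wells lacking Arfgap1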
# Target sequence (Q62848 1-136 limits assumed): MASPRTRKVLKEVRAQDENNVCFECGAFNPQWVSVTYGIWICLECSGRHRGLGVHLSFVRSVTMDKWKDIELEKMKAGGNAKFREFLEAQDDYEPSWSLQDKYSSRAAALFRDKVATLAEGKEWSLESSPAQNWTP
#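 Material: rat Arfgap1 catalytic domain, aa 1-136; also added: human ARF1(Δ1-17)-GTP substrate; compound dosing: one concentration, 16.5 µM, DMSO 1.26%; incubation: GTP hydrolysis reaction 2 h at 25 °C; measured by: Tracer-displacement fluorescence polarization with EDTA stop, 620/688 nm; evaluation: % inhibition from polarization; repeats: one replicate per compound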
# UHRF1 binding – UHRF1 methylated DNA binding inhibitors, primary screen, counter-screen for MBD2 inhibitor project, biochemical, TR-FRET, human UHRF1, single concentration. E3 ubiquitin-protein ligase UHRF1 (Homo sapiens), Q96T88. UHRF1 binding to methylated oligo. inhibition, % at 4.4 µM. actives 0.75% (n = 370,000). AID 687016, 2013; in the data active means inhibition above about 21%;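 further: UHRF1 SRA domain binding a hemimethylated CpG hairpin DNA probe; 0% = median of test compound wells and 100% = reference inhibitor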
# PLC-beta3 inh – human PLC-beta3 inhibitors, primary screen, biochemical, fluorescence; Purified PLC-beta3, fluorogenic substrate; inhibition, % at 12.2 µM; actives 0.18% (n = 370,000); in the data active means inhibition above about 11%;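 further: 0% = median of compound wells on plate and 100% = full blocker control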
# DDE Tn6 FP inh – inhibitors of Tn6 peptide binding to fibrin DD(E), primary screen, biochemical, fluorescence polarization, human fibrin, Tn6 probe; inhibition, % at 8.3 µM; Fibrinogen beta chain (Homo sapiens), P02675; AID 720509, 2013; actives 0.21% (n = 370,000); Fibrin DD(E) TRITC-Tn6 fluorescence polarization displacement;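 active means inhibition above a per-campaign cutoff: mean of compounds within control limits plus 3 SD, cut at about 15% in these data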;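 further: 0% = median of all compound wells on the plate and 100% = blocking peptide control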
# ASAP1 GAP inh – inhibitors of human ASAP1 ArfGAP activity, primary screen, biochemical, fluorescence polarization; ASAP1-stimulated ARF1 GTP hydrolysis, GDP FP detection; inhibition, % at 16.5 µM; actives 0.19% (n = 360,000); AID 624377, 2012; in the data active means inhibition above about 25%;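 further: 0% = vehicle with enzyme and substrate and 100% = no enzyme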
# MBD2 inh – inhibitors of MBD2 binding to methylated DNA, primary screen, biochemical, TR-FRET, DNA-binding domain, human. inhibition, % at 4.4 µM. MBD2 binding to methylated oligonucleotide. Methyl-CpG-binding domain protein 2 (Homo sapiens), Q9UBB5. actives 0.31% (n = 370,000). AID 686964, 2013; in the data active means inhibition above about 13%
# Active calls of the source: *. Random draw from the library; overall some 4.1% were active at least once.
# Start of the data: the first 3 compounds, to show the layout:
SMILES,Tn7 DDE FP,KLK7 zymogen act,ADAM17 inh,PLC-gamma1 inh,ARFGAP1 inhibitor,UHRF1 binding,PLC-beta3 inh,DDE Tn6 FP inh,ASAP1 GAP inh,MBD2 inh
COCCN(C(=O)CN1CCc2ccccc2C1)c1c(N)n(Cc2ccccc2)c(=O)[nH]c1=O,8,-2.8,-7,-6,-14,3,-3,5,-8,3
COc1ccc(/C=C2\SC(=S)N(CCCC(=O)Nc3ccccn3)C2=O)cc1OC,-8,-1.0,0,-1,9,1,-2,6,5,-6
Nc1nc(CN2CCCCCC2)nc(Nc2ccccc2)n1,-4,-0.1,-1,3,-6,2,3,1,7,3

# All compounds of this part (from the top)
SMILES,Tn7 DDE FP,KLK7 zymogen act,ADAM17 inh,PLC-gamma1 inh,ARFGAP1 inhibitor,UHRF1 binding,PLC-beta3 inh,DDE Tn6 FP inh,ASAP1 GAP inh,MBD2 inh
COCCN(C(=O)CN1CCc2ccccc2C1)c1c(N)n(Cc2ccccc2)c(=O)[nH]c1=O,8,-2.8,-7,-6,-14,3,-3,5,-8,3
COc1ccc(/C=C2\SC(=S)N(CCCC(=O)Nc3ccccn3)C2=O)cc1OC,-8,-1.0,0,-1,9,1,-2,6,5,-6
Nc1nc(CN2CCCCCC2)nc(Nc2ccccc2)n1,-4,-0.1,-1,3,-6,2,3,1,7,3
O=C(NCc1ccncc1)C(=O)NCC1OCCN1S(=O)(=O)c1ccc(Br)cc1 (configuration not stated),0,0.4,0,3,7,4,-4,-3,-7,-4
CS(=O)Cc1cc(Oc2ccccc2)nc(-c2ccncc2)n1 (configuration not stated),-7,0.4,-1,2,2,-2,-2,-6,-11,1
O=c1oc2ccccc2c(NCCc2ccccc2)c1[N+](=O)[O-],5,-0.6,3,2,-7,-4,5,-1,6,2
Cc1c(NC(=O)c2noc(C(C)C)c2[N+](=O)[O-])c(=O)n(-c2ccccc2)n1C,1,0.2,1,3,-10,-1,2,3,-2,-1
CC(C)c1ccc(OCC(=O)NC(Cc2c[nH]c3ccccc23)C(=O)O)cc1 (configuration not stated),-9,0.8,1,0,3,-1,0,0,1,-6
O=C(O)c1cccc(NC(CNS(=O)(=O)c2ccc(Cl)cc2)c2ccccc2)c1 (configuration not stated),6,0.4,-4,-5,-9,4,-9,2,4,1
O=C(Nc1ccccc1Cl)C1C(c2ccccc2)C1(Cl)Cl (configuration not stated),-1,1.0,3,2,-2,4,-6,0,12,1
CN(CC(=O)O)S(=O)(=O)c1ccc2oc3ccccc3c2c1,3,-0.7,-4,-2,-2,0,-9,-1,4,1
Fc1ccc(N2CN(Cc3cccnc3)CNC2=S)cc1,-4,0.9,0,7,1,2,-5,5,-4,-1
Oc1c(N=NC(=S)Nc2ccccc2F)c2ccccc2n1Cc1ccccc1,-11,-0.2,5,9,8,1,4,2,7,-1
O=C(OCc1cn([C@@H]2CN(C(=O)C3CCCCC3)[C@@H](c3ccccc3)C[C@H]2O)nn1)c1ccccc1,6,0.3,-3,2,2,-3,2,0,-16,-1
Cc1cccc(-c2noc(CN(C(=O)c3c(-c4ccccc4Cl)noc3C)C(C)C)n2)c1,-4,-0.8,7,2,3,0,2,-1,0,1
CC(C)c1c(O)nc(SCC(=O)N2CCCCC2)[nH]c1=O,6,-0.2,-4,-1,-3,0,-6,10,1,-1
Cc1ccc(C)c2[nH]c(=O)c(CCNS(=O)(=O)c3ccccc3)cc12,-5,0.0,-10,2,-1,1,2,-1,7,-1
COc1ccc(NC(=O)CCN2CCN(C/C=C/c3ccccc3)CC2)cc1,5,-0.4,-2,3,7,4,-2,-3,0,5
COc1ccc(/C=C/C(=O)Nc2nnc(C(C)C)s2)cc1OC,-10,1.1,-27,-62,7,2,-94,4,-4,0
CCN(C(=S)Nc1ccc(OC(F)F)cc1)C1CCCCC1,5,-0.1,-6,1,13,2,-3,6,1,3
CCOc1ccc2c(=O)c(Oc3ccccc3)c(C)oc2c1,-10,0.0,0,-3,8,0,-4,-3,9,0
O=C(CSc1nnc(Nc2ccccc2F)s1)Nc1cccc(S(=O)(=O)N2CCCCC2)c1,12,0.3,4,-1,4,0,3,-15,3,4
CC1(C)CC(=O)/C(=N/Nc2ccc(Cl)cc2)CO1,4,0.3,-1,2,-1,0,0,12,4,-5
NNC(=O)Cn1nc(-c2ccccc2)c2ccccc2c1=O,3,0.1,2,2,-7,-1,-3,0,-12,1
CC1(C)CC(=O)C=C(c2ccc(-c3cnc4ccccc4c3)cc2)C1=O,2,0.3,-6,0,15,-3,-2,-8,-3,1
COc1cccc(C(=O)OCC(=O)Nc2sc3c(c2C(N)=O)CCC3)c1O,1,3.1,-16,-46,6,16,-73,2,7,-1
CCC(=O)Nc1ccc(NC(=O)c2c(C)nc3ccccn23)cc1,-3,0.6,5,4,0,1,6,-9,15,1
Cc1ccc(OS(=O)(=O)c2ccc(-c3csc(C)n3)s2)c(C)c1,4,-0.6,-3,0,-3,-2,-7,-8,17,5
CCOC(=O)CN1C2=NCCCN2c2ccccc21,0,-0.2,0,3,0,-1,3,5,-1,-1
O=C(CSc1ccccc1C(=O)O)c1ccccc1,4,0.0,2,-1,-3,1,-6,0,9,1
CCOc1ccc(N(CC)C(=O)COc2cc(=O)n(C)c3ccccc23)cc1,-2,0.5,2,-1,-5,1,-4,-3,7,3
COC(=O)c1cc(NC(=O)c2cccc(C(F)(F)F)c2)c(=O)oc1C,1,0.3,-1,0,-1,3,4,-3,-5,-1
COc1cc(NC(=O)Cc2ccc(F)cc2)cc(OC)c1OC,2,0.9,-2,4,-11,-2,0,2,-13,1
C/C(=N\NC(=O)Cn1ccc(C(F)(F)F)n1)c1ccc(N2CCOCC2)cc1,3,0.2,-4,-1,-4,2,-10,3,-15,0
COc1ccccc1NC(=O)c1ccc(-n2ccnc2)c([N+](=O)[O-])c1,-4,0.0,0,-5,16,-1,-8,-9,4,-5
COc1ccc(C2CC(c3ccccc3)=NN2C(=O)COC(=O)c2ccc(Cl)nc2)cc1 (configuration not stated),4,0.7,2,1,2,-4,4,-3,7,-6
Cc1nc2scc(-c3cccs3)c2c(=O)n1-n1cccc1,2,0.9,-11,-12,-7,1,-14,3,3,0
Cc1ccc(C(C)C)c(OCC(=O)N2CCN(c3ncccn3)CC2)c1,-1,0.4,-3,-7,-1,5,-14,1,-7,-4
Cc1c(C(=O)NC(C)c2ccc(-n3ccnc3)cc2)cccc1[N+](=O)[O-] (configuration not stated),5,0.2,3,-3,8,0,-1,7,1,-5
CC1(c2ccc(OC(F)F)cc2)NC(=O)N(CC(=O)Nc2cccnc2Cl)C1=O (configuration not stated),-1,-0.2,-1,8,4,2,2,-3,1,-8
CCOc1ccc(S(=O)(=O)NCCC(=O)N2CCN(c3ccc(OC)cc3)CC2)cc1,2,0.6,2,2,-2,-1,2,-3,-15,1
CCOc1ccccc1NC(=O)c1cc2ccccc2oc1=O,-8,-0.2,1,2,-7,2,-3,0,-3,-3
Cc1ccc(NC(=O)c2ccc(F)cc2)nc1,0,-0.5,1,-1,3,-1,3,4,-1,1
CC1=C(C(=O)OC2CCCCC2)C(c2ccco2)n2ncnc2N1 (configuration not stated),4,-0.5,1,-2,3,1,0,-2,-16,2
CN(C)S(=O)(=O)N1CCN(C(=O)c2ccccc2Cl)CC1,1,-0.3,0,-1,4,6,4,-3,8,-6
O=C(Cn1nnc(-c2ccccc2)n1)NCc1ccc2c(c1)OCO2,2,0.0,2,1,-3,-3,-1,7,17,-1
COc1ccc(N2C(=O)C3C4C=CC(C4)C3C2=O)c([N+](=O)[O-])c1 (configuration not stated),-7,0.1,8,7,-9,7,1,-4,-6,0
COc1ccccc1CC(=O)N1CCCC1,-6,-0.6,-2,2,2,-1,0,0,-9,0
CC1=C(C(=O)NCc2ccccc2)C(c2cccnc2)n2ncnc2N1 (configuration not stated),7,0.6,-7,1,-11,1,1,2,-2,3
CC(Nc1nc(=S)nc(Nc2ccc(F)cc2)[nH]1)c1ccccc1 (configuration not stated),2,0.1,0,3,-13,11,-5,-9,-6,-2
# (cont.)
SMILES,Tn7 DDE FP,KLK7 zymogen act,ADAM17 inh,PLC-gamma1 inh,ARFGAP1 inhibitor,UHRF1 binding,PLC-beta3 inh,DDE Tn6 FP inh,ASAP1 GAP inh,MBD2 inh
COc1ccc(/C=C2/N=C(c3cccs3)OC2=O)cc1OC(C)C,-5,-0.1,-5,-2,2,14,2,3,-6,7
COc1ccc(OCC(=O)N2CCc3ccccc3C2)cc1,1,-0.1,-1,3,0,-2,-3,-3,4,-4
COc1ccc(NC(=O)CSCc2ccc(C)cc2)cc1,4,0.3,-2,-2,4,-2,-2,0,17,0
CCc1ccccc1Nc1nc(N)nc(CSCC(=O)c2cc(C)n(C)c2C)n1,-4,-0.5,-3,-7,2,-2,-9,1,-15,1
CC(=O)Nc1ccc2sn(-c3ccccc3)c(=O)c2c1,-1,0.0,-1,5,-6,0,-1,12,-10,-1
COc1ccc2c(c1)CCc1c(C(=O)N3CCCc4ccccc43)noc1-2,1,0.1,0,-2,2,-5,-1,-4,-4,3
CCCN(C(=O)c1ccc(S(=O)(=O)N2CCCC2)cc1)C1CCS(=O)(=O)C1 (configuration not stated),-3,0.7,-4,2,-4,1,-7,-4,-2,-2
Cc1ccc(C23CC4CC(CC(C(=O)N(C)C)(C4)C2)C3)cc1,2,0.0,-1,0,4,-1,1,-1,10,3
O=c1c2ccccc2nc(-c2ccccc2)n1CCN1CCOCC1,-2,0.5,-2,2,2,0,2,-3,3,-2
O=C(Nc1nc(-c2ccc(F)cc2)cs1)c1cccnc1,2,3.1,-2,1,-5,-2,-3,1,-5,3
CCN1C(=O)/C(=C/c2nc3ccccc3c(=O)n2-c2ccccc2)c2ccccc21,-4,-0.1,-5,0,-3,-2,0,-1,-2,-1
CCOc1ccc(C2C(C(=O)Nc3cc(C)on3)c3ccccc3C(=O)N2CCN2CCOCC2)cc1 (configuration not stated),4,0.1,-4,0,0,0,-4,-2,7,4
